IMPase inh: qHTS Assay for Identifying the Cell-Membrane Permeable IMPase Inhibitors; AID 901, 2007; Inositol monophosphatase 1 (Rattus norvegicus), P97697; 120,000 tested, under 10 active; CHO-M1 cells, IP1 accumulation, HTRF TR-FRET ratio; inhibition (IP1 accumulation), % at 46.1 µM; active = well fitted curve in the direction sought with a large enough effect in the signal ratio, not every such curve was filed as active; inconclusive = small, poorly fitted or top-dose-only effect, or a change in a side signal; inactive = no such curve, though single readings can be large or run the other way; the % refers to the signal ratio;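 note: cells stimulated with carbachol in lithium chloride buffer; plate controls were DMSO basal wells for no effect and reference inhibitor wells for full effect; higher means more IMPase inhibition seen as more IP1 and lower FRET ratio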
Target sequence (P97697 whole entry, looked up): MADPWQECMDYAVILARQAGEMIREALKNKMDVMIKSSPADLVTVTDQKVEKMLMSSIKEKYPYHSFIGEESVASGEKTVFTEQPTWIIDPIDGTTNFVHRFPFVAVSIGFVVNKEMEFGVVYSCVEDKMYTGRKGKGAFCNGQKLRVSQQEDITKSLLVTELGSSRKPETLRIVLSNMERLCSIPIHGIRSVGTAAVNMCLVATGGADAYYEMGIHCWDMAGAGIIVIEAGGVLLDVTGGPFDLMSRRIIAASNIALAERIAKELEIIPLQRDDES
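Carbachol-driven Gq signalling in CHO-M1 cells (2000/well) generates IP1. Compounds that block IMPase raise IP1 and so reduce the FRET signal from Eu-anti-IP1 and d2-IP1 after a 10 min room-temperature lysis.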
PNC assembly inh: High Content Assay for Compounds that inhibit the Assembly of the Perinucleolar Compartment | PC3M PTB-GFP, PNC prevalence imaging, 16 h; active compounds read low | activity change (PNC), negative = inhibition, % at 10 µM | hit rate 3.1% among 140,000;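 active = readout at or below -70, meaning at least 70% loss of cells showing the perinucleolar compartment, a nuclear body marking cancer cells; inconclusive = readout between -30 and a set limit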;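 note: plate controls were DMSO wells for no effect and camptothecin positive control wells for full effect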
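Read-out is percentage of cells bearing a perinucleolar compartment, from automated 20x imaging of fixed, Hoechst-stained PC3M PTB-GFP cells. Cells were seeded 4 h, then exposed 16 h to compound (23 nl of library stock) in duplicate plates.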
12-hLO inh: qHTS Assay for Inhibitors of 12-hLO (12-human lipoxygenase); Polyunsaturated fatty acid lipoxygenase ALOX12 (Homo sapiens), P18054; purified 12-hLO, xylenol orange hydroperoxide absorbance; Potency, µM (top dose mostly 57.1 µM), inactives show top-dose activity change, negative = inhibition, hits mostly inhibitors; hit rate 0.12% among 150,000; note: potency is the fitted concentration of half-maximal effect; nearly all actives have a fitted effect of over 55% in size; many of its hits are not listed in these tables
Target sequence (P18054 whole entry, looked up): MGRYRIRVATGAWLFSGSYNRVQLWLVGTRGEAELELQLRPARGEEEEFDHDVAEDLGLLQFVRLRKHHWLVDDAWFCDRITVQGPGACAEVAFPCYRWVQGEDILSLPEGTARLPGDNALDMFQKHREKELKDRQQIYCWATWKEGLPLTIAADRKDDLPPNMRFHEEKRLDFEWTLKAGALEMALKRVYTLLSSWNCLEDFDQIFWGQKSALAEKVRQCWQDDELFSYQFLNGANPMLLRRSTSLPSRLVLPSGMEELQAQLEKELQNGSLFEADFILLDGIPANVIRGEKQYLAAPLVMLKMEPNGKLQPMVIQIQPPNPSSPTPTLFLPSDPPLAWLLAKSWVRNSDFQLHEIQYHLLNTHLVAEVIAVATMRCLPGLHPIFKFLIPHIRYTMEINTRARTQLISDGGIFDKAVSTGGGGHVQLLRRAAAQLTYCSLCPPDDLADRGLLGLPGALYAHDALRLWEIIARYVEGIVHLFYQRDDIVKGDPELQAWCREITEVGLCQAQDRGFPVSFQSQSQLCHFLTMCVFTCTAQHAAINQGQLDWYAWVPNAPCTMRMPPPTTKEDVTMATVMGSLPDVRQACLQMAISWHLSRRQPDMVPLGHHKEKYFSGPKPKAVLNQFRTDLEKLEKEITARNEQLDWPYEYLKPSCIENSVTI
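Purified human 12hLO (150 nM final) was preincubated with compounds for 15 min at room temperature in 25 mM Hepes pH 7.0, 0.01% Triton X-100, then reacted with 40 uM arachidonic acid for 30 min. Hydroperoxide was detected with ferrous iron/xylenol orange.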
15-hLO-2 inh: qHTS Assay for Inhibitors of 15-hLO-2 (15-human lipoxygenase 2) | Polyunsaturated fatty acid lipoxygenase ALOX15B (Homo sapiens), O15296 | purified 15hLO-2, xylenol orange hydroperoxide absorbance | Potency, µM (series often up to 57.1 µM), inactives show top-dose activity change, negative = inhibition, usual class: inhibitors | hit rate 0.56% among 110,000; note: potency is the fitted concentration of half-maximal effect; nearly all actives have a fitted effect of over 60% in size; many of its hits are not listed in these tables
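Enzyme 50 nM, AA 45 uM, 25 mM Hepes pH 7.5 + 0.01% Triton X-100; cpd preinc 15 min RT, rxn 90 min RT; stop/detect with 200 uM XO + 300 uM Fe(II) in 50 mM H2SO4, 30 min; A573/A405.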
The depositor's hits bear a star; ? = inconclusive; nt = no result given; [ ] = remark or other dose. Unless noted, calls come from the whole dose curve; as a rule, active = well fitted curve in the direction sought with a large enough effect; inconclusive = small, poorly fitted or top-dose-only effect, or another doubt; inactive = no such curve, though single readings can be large; an effect the other way counts as inactive or inconclusive. Unless noted, % is set by controls: 0 for no effect and ±100 for the full control effect. Not all compounds are listed; count on the stated rates, not on these rows.

SMILES	IMPase inh	PNC assembly inh	12-hLO inh	15-hLO-2 inh
Cc1ccc(N(C(=O)Cn2nnc3ccccc32)C(C(=O)NCc2ccccc2)c2ccccn2)cc1 (stereo unspecified)	-1	-7	0%	nt
O=C(Cc1cccs1)N/N=C/C=C/c1ccccc1	3	25	-3%	nt
O=C(OC(C(=O)NCc1cccs1)c1ccccc1Cl)c1ccco1 (stereo unspecified)	-4	?	0%	2%
COc1ccc(N2CCN(S(=O)(=O)c3cccc4nsnc34)CC2)cc1	7	-2	-4%	-5%
CCCn1c(C(=O)OC)cc2c1ccn2-c1ccc(F)cc1	3	7	-21%	12%
Cc1cc(NC(=O)CCN2CCC(C(N)=O)CC2)ccc1Br	5	?	2%	4%
CC(=O)N1CCC[C@@]2(CCN(C(c3ccccc3)c3ccccc3)C2)C1	nt	nt	-2%	-2%
CCOC(=O)C(=O)Nc1nnc(C2CCCCC2)s1	0	24	-3%	-11%
COc1ccc(C(=O)CSc2nnc(-c3cnccn3)n2Cc2ccco2)cc1	3	-11	-5%	-3%
CCCc1cc(-n2ccnc2)n2c(nc3ccccc32)c1C#N	5	-11	4%	-9%
N#CC1=C(N)SC(N)=C(C#N)C1C1C=CCCC1 (stereo unspecified)	-7	338	-5%	nt
Cc1sc(NC(=O)c2ccc(OCC(C)C)cc2)c(C(N)=O)c1-c1ccc(Cl)cc1Cl	6	-14	8%	3%
COc1ccc(NS(=O)(=O)c2ccc(NC(=S)NC(=O)CC(C)C)cc2)cc1	-5	-8	16µM*	?
COC(=O)c1cc(-c2ccccc2)on1	4	0	-8%	-5%
CCCCOC(=O)CN1C(=O)c2ccc(C(=O)OCCCC)cc2C1=O	7	36	3%	4%
CCOc1ccc(C(=O)NCC(=O)OCc2c(C)noc2C)cc1	5	4	0%	nt
Cc1ccc(-c2nc(-c3nccc4ccccc34)oc2-c2ccccc2)cc1	nt	nt	3%[11.4 µM]	0%[11.4 µM]
CCOC(=O)Cn1nc(C)n(-c2ccc(C(C)C)cc2)c1=O	1	71	2%	4%
O=C1c2ccccc2CCC12N=NCC2c1ccccc1 (stereo unspecified)	2	61	5%	nt
CCN1c2ccccc2NC2C1C(C(C)=O)C(=O)N2c1ccc(Cl)cc1 (stereo unspecified)	10	-23	?	-7%
COc1ccc2[nH]c(=O)c(CN(CC3CCCO3)C(=O)Nc3ccccc3OC)cc2c1 (stereo unspecified)	11	11	-18%	-5%
COc1ccc2[nH]cc(CC(=O)O)c2c1	nt	-17	-3%	nt
Cc1cc(C)c2cc(C#N)c(NCCCNC(=O)CCC(=O)O)nc2c1	-7	-87*	-6%	11%
O=C(C1Cc2ccccc2CN1S(=O)(=O)c1ccc(F)cc1)N1CCOCC1 (stereo unspecified)	1	-16	-2%	1%
CCCCCCN(C(=O)CCCCCN1C(=O)NC(c2ccc(-c3ccccc3)cc2)C(C(=O)OCc2ccccc2)=C1C)C(C(=O)NCCCC)c1ccc(-c2ccccc2)cc1 (stereo unspecified)	nt	nt	1%	0%

Reformatted: entries from further up.
molecule,IMPase inh,PNC assembly inh,12-hLO inh,15-hLO-2 inh
Cc1ccc(N(C(=O)Cn2nnc3ccccc32)C(C(=O)NCc2ccccc2)c2ccccn2)cc1 (stereo unspecified),-1,-7,0%,nt
O=C(Cc1cccs1)N/N=C/C=C/c1ccccc1,3,25,-3%,nt
O=C(OC(C(=O)NCc1cccs1)c1ccccc1Cl)c1ccco1 (stereo unspecified),-4,?,0%,2%
COc1ccc(N2CCN(S(=O)(=O)c3cccc4nsnc34)CC2)cc1,7,-2,-4%,-5%
CCCn1c(C(=O)OC)cc2c1ccn2-c1ccc(F)cc1,3,7,-21%,12%

Next compounds follow:
SMILES	IMPase inh	PNC assembly inh	12-hLO inh	15-hLO-2 inh
Cc1cc2nc(-c3ccc(SCc4ccc(C#N)cc4)nc3)[nH]c2cc1C	13	59	-4%	15%
Cc1ccc2cc(CN(CC3CCCO3)C(=S)NCc3ccco3)c(=O)[nH]c2c1C (stereo unspecified)	9	?	-10%	nt
Cc1cc(N)ccc1-n1c(C)ccc1C	-2	-28	-8%	-21%
Cc1ccc(SC/C(O)=C(\C#N)c2nc3ccccc3n2C)cc1	6	-24	-4%	-11%
CC(=O)N=c1n(C)c2ccccc2n1CCOc1ccccc1	nt	38	3%	nt
CCc1cc2c(CN3CCN(CCO)CC3)cc(=O)oc2cc1O	-13	-5	33%	3%
COc1ccccc1N1CCN(C2CCCC(C)C2)CC1 (stereo unspecified)	-2	1	-3%	10%
CC(C)N1C(=S)SC(C)(C)C1NO (stereo unspecified)	-2	-13	-1%	-21%
Cc1cc(Nc2cc(F)ccc2C)n2nc(C)nc2n1	nt	-16	0%	nt
CCc1ccc(Sc2cc(C(=O)NCCN3CCOCC3)c3ccccc3n2)cc1	-2	?	-5%	nt
CCCn1nc(C(=O)OCn2nnc3ccccc3c2=O)c2ccccc2c1=O	nt	-7	2%	nt
Cc1ccc(N(C)S(=O)(=O)c2cccc(C(=O)Oc3ccc4c(C)cc(=O)oc4c3)c2)cc1	nt	7	-4%	nt
Cc1ccc(Cn2nnnc2CN2CCC(NC(=O)c3ccccc3F)CC2)cc1	-2	-17	-7%	-3%
CCN(CC)CCNc1nc2ccccc2n1C	11	29	-4%	14%
NC(N)=Nc1nc(CSCC/C(N)=N/S(N)(=O)=O)cs1	-6[20.6 µM]	-6	1%	5%[25.6 µM]
Cc1ccccc1C(=O)OCn1nnc2ccccc2c1=O	-4	-28	-9%	nt
CCOC(=O)C1=C(C)c2ccccc2OC1(C)C(=O)OCC (stereo unspecified)	nt	nt	0%[0.00818 µM]	1%[0.0915 µM]
Cc1ccc(C(=O)NC(=S)Nc2ccc3[nH]c(=O)[nH]c3c2)cc1	-5	5	-2%	nt
O=[N+]([O-])c1ccc(NCc2ccccc2)nc1	nt	?	1%	nt
Nn1cnc2sc3c(c2c1=O)CCC3	-4	-4	5%	2%
COc1ccc(/C=N/NC(=O)CN2CCS(=O)(=O)CC2)cc1	7	5	5%	6%
Cc1ccsc1/C=N/NC(=O)c1ccc2nc[nH]c2c1	nt	-14	2%	nt
N/C(=N\OC(=O)C1CCCCC1)c1ccccn1	4	54	6%	1%
COc1cc(/C=N/n2cnnc2)ccc1OS(=O)(=O)c1ccccc1[N+](=O)[O-]	nt	?	2%	nt
CCn1c(C(=O)N2CCC(C(=O)NCc3ccc4c(c3)OCO4)CC2)cc2sccc21	-3	53	-2%	nt
Continued.
SMILES	IMPase inh	PNC assembly inh	12-hLO inh	15-hLO-2 inh
C1CCC(n2nnnc2CN2CCCC2)CC1	-3	-28	-7%	2%
Cc1ccc(Cn2c(=O)n(CCC(=O)NCc3ccc4c(c3)OCO4)c(=O)c3ccccc32)cc1	0	-15	-1%	?
COc1ccc(OC)c(-n2c(N)c(C(=O)NCC3CCCO3)c3nc4ccccc4nc32)c1 (stereo unspecified)	-2	?	-4%	-3%
O=C(Cn1cnc2ccccc2c1=O)c1c[nH]c2ccccc12	?	20	-8%	1%
CCN(CC)S(=O)(=O)c1ccc(N(C)Cc2cccnc2)nc1	2	15	-1%	-1%
CC1(C(=O)NCCCNc2ncc(C(F)(F)F)cc2Cl)C=CCN1C(=O)c1ccccc1 (stereo unspecified)	nt	?	-1%	nt
O=C(c1csnn1)N1CCC2(CCCN(c3ccncc3)C2)CC1	nt	nt	-1%	5%
Cc1ccc(Nc2ncccc2C(=O)NCc2cccs2)c(C)c1	6	-26	-5%	1%
COC(=O)CSC1=C(C#N)C(c2cccc(F)c2)CC(=O)N1 (stereo unspecified)	-5	17	-8%	0%
COc1ccc(NC(=O)CN(C)S(=O)(=O)c2ccc(C)cc2)c([N+](=O)[O-])c1	-5	-28	1%	nt
Cc1oc(/N=C/c2ccc(Cl)cc2Cl)c(C#N)c1C	2	-27	-13%	-13%
COC(=O)Nc1nnc(/C=C/c2ccc(OC)cc2)s1	nt	-18	1%	nt
COc1cccc(NC(=O)CN2CCC(C)CC2)c1	-4	17	6%	0%
Cc1cc(C)c(C#N)c(SCC(=O)C(C)(C)C)n1	6	55	-10%	0%
Cc1c(C)n(C(=O)CN2CCC(C)CC2)c2ccccc12	7	27	-1%	8%
CCCOC(=O)C1[C@H]2C(=O)N(Cc3ccco3)C[C@]23C=C[C@H]1O3 (stereo partly specified)	-11	-23	-3%	0%
O=C(c1ccncc1)N1CCC2(CCCN(c3cccc(-c4ccccc4)c3)C2)CC1	nt	nt	-17%	2%
COc1cccc(NC2=CC(=O)CC(C)(C)C2)c1	12	-8	3%	-2%
Fc1ccc(CSc2nc3ccccc3[nH]2)c2ccccc12	6	-8	-4%	47%[activator]
O=C(NCc1ccccc1)OCCN1CCN(Cc2ccccc2)CCC1=O	nt	6	-2%[0.00818 µM]	10%[0.0915 µM]
COc1cc(NC(=O)C2CCCN2S(=O)(=O)c2cccc3cccnc23)cc(OC)c1OC (stereo unspecified)	-8	?	2%	nt
COc1cc(OC)cc(C(=O)Nc2ccc(-c3nc4ccccc4o3)c(O)c2)c1	-9	18	-8%	-21%
Cc1cccc(-c2nnc(SCC#N)n2Cc2ccccc2)c1	2	-28	3%	-2%
Cc1c(Br)c([N+](=O)[O-])nn1CC(=O)NCc1cccs1	-2	15	0%	-6%
Cc1cc(CCN2CCC(=O)NC2=O)ccc1OC(C)C	-1	-26	-1%	-9%
(list continues)
SMILES	IMPase inh	PNC assembly inh	12-hLO inh	15-hLO-2 inh
CN(C)c1ccc(C(=O)Nc2nnc(-c3ccc(Cl)cc3)o2)cc1	7	10	-10%	1%
Nc1ccc2oc(-c3ccccc3Cl)cc(=O)c2c1O	nt	-26	-3%[0.00818 µM]	?
CCOC(=O)c1sc(C)c2c1NC(c1ccc(N(C)C)cc1)NC2=O (stereo unspecified)	?	?	-8%	-5%
N#Cc1ccc(/C=N/NC(=O)c2cc(-c3cccs3)nc3ccccc23)cc1	6	-7	?	nt
CCOc1ccccc1NC1c2ccccc2C(=O)N1Cc1ccco1 (stereo unspecified)	6	?	-9%	-6%
CCCCn1ccnc1C(=O)c1cccc(S(=O)(=O)N2c3ccccc3CC2C)c1 (stereo unspecified)	0	6	1%	1%
Cc1ccc(OCC(=O)NC(=S)Nc2ccc3c4c(cccc24)CC3)cc1	nt	-12	-4%	nt
CC(=O)N1CCN(c2cc(N3CCc4ccccc4C3)c(F)cc2[N+](=O)[O-])CC1	6	5	-6%	-5%
Fc1ccc(CNC(=S)Nc2ccccc2Cl)cc1	nt	41	-27%	nt
Cc1sc2ncnc(OCC(=O)NCC3CCCO3)c2c1C (stereo unspecified)	-15	17	0%	0%
COC(=O)c1c(O)ccc(Oc2ccccc2)c1C(=O)OC	0	14	2%	2%
CCOC(=O)N1CCN(c2c(NC3CCN(Cc4ccccc4)CC3)c(=O)c2=O)CC1	14	-10	1%	9%
Cc1noc(/C=C/N(C)C)c1S(=O)(=O)N1CCCC(C(=O)NC2CCCCC2C)C1 (stereo unspecified)	5	-16	2%	6%
CCOC(=O)c1[nH]c2ccc(OCC)cc2c1NC(=O)CN1CCN(c2ccccc2)CC1	0	-29	-3%	27%
COc1ccc(NC(=O)C2CCCO2)cc1Cl (stereo unspecified)	0	18	2%	3%
O=C(NC(NC(=S)Nc1c(Cl)cccc1Cl)C(Cl)(Cl)Cl)OCc1ccccc1 (stereo unspecified)	nt	?	-21%	nt
Cc1ccccc1NC(=O)C(NS(=O)(=O)c1ccc2c(c1)c(=O)n(C)c(=O)n2C)c1ccccc1 (stereo unspecified)	-1	28	-2%	-6%
COC(=O)c1[nH]c2cccc(OC)c2c1NC(=O)CN(C)CC1OCCO1	-4	11	-7%	-2%
COc1ccc(NS(=O)(=O)c2cc(S(C)(=O)=O)ccc2C)cc1	nt	8	1%	nt

Compound activity from PubChem BioAssay.
